Source: PubChem (The Scripps Research Institute Molecular Screening Center)
CHO-K1 Ca ag: counter-screen for M1 agonists: effect in parental CHO-K1 cells. activation, % at 3 µM. AID 602248. 360,000 compounds, 0.48% hits. Fluo-8 calcium fluorescence; scaled to maximal ATP response, vehicle zero; in the data active = activation above about 15%;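 also: untransfected CHO-K1 host cells lacking M1 receptor as counterscreen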
CHO-K1 Ca PAM: nonselective activator or artifact in parental CHO-K1 calcium assay. activation, % at 3 µM. 360,000 compounds, 0.02% hits. ATP EC20, Fluo-8 calcium fluorescence; 0% at ATP EC20, 100% at ATP max. AID 602247;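 active = activation above the run cutoff, the mean activation of all test compounds plus 3 SD, cut at about 40% in these data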;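 also: peak over basal fluorescence ratio in a 140 s read after ATP addition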
M1 antag: human CHRM1 antagonism; inhibition, % at 3 µM; CHO-K1 hM1, Fluo-8 calcium fluorescence, ACh EC80 antagonist; P11229; 360,000 compounds, 1.3% hits; AID 588852;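 active = percent inhibition above its own plate's cutoff, namely the mean of that plate's compound wells plus 3 SD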;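 also: peak over basal fluorescence ratio during 140 s after agonist addition; 0% = ACh EC80 plus DMSO and 100% = DMSO alone without agonist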
Target sequence (P11229 whole entry, looked up): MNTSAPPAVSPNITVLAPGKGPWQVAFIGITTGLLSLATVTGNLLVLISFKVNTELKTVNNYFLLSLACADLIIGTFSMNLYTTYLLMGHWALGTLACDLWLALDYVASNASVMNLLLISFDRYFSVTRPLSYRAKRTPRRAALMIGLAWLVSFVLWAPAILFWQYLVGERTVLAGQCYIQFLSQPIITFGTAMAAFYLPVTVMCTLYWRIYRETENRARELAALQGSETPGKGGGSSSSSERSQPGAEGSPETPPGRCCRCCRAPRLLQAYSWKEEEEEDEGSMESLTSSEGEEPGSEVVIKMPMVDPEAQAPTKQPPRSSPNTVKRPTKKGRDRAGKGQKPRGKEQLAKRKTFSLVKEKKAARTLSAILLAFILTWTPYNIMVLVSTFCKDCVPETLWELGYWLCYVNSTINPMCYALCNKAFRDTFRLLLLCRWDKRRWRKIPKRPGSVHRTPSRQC
TAAR1 antagonist: human TAAR1 antagonism; CHO RD-HGA16 TAAR1, Fluo-8 calcium fluorescence, antagonist; inhibition, % at 3 µM; 360,000 compounds, 1.5% hits;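 active = inhibition above a per-plate cutoff, the mean inhibition of test compounds on that plate plus 3 SD, cut at about 49% in these data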;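 also: 0% = DMSO plus EC80 beta-PEA response and 100% = DMSO alone without agonist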
Target sequence (Q96RJ0 whole entry, looked up): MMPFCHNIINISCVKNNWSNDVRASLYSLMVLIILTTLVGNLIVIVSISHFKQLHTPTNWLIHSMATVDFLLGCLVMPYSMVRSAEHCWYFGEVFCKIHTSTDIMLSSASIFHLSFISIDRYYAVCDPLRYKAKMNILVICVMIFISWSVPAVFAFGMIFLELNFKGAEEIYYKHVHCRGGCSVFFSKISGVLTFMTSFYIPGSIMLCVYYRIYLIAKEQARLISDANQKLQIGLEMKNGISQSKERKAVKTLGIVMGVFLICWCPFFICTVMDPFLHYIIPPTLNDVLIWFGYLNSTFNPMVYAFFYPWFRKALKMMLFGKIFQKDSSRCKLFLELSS
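System: CHO RD-HGA16 cells bearing hTAAR1. Reagent: EC80 β-phenethylamine stimulus. Schedule: seeding 17-24 h prior, 75-min 37 °C, 30-min RT dye loading. Signal: Fluo-8 intracellular calcium dye fluorescence, real-time kinetic reads. Read-out: % inhibition from peak post-agonist over basal fluorescence ratio. Benchmarks: vehicle wells and EC80 agonist wells. Replicates: n of 1.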
OXTR potentiate: human OXTR potentiation | P30559 | CHO-OTR cells, Fluo-8 calcium fluorescence, potentiator mode; 0% = oxytocin EC15, 100% = EC100 | activation, % at 3 µM | 320,000 compounds, 0.061% hits;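 active = activation above that plate's cutoff, the mean activation of tested compounds plus 3 SD, cut at about 6.6% in these data, passing the limit was not always enough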;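 also: 100% uses oxytocin at 75 nM as the full agonist control; some results filed as inactive read as strong as hits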
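Assay system: CHO-OTR cells, human receptor / Also added: oxytocin at about EC15, sub-maximal agonist stimulus / Dosing: single dose, 3.0 µM nominal final compound concentration / Incubation: 6 min pre-incubation, 100 s read / Technique: Fluo-8 calcium dye fluorescence / Read-out: % activation vs EC15 and EC100 oxytocin / Benchmarks: EC15 oxytocin low, 75 nM oxytocin high / Replicates: singlicate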
CHO parental Ca: counter-screen for OX1R antagonists: effect in parental CHO cells. 330,000 compounds, 0.63% hits. parental CHO-K1, ATP-induced calcium, Fluo-8 fluorescence. AID 463079. inhibition, % at 5.6 µM;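 active = inhibition above that plate's mean sample inhibition plus 3 SD, cut at about 26% in these data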;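 also: 0% = ATP-challenged DMSO wells and 100% = DMSO wells without ATP; some compounds past the cut are filed as inactive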
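Material – parental CHO cells · Reagent – ATP stimulus · Compound – single nominal dose of 5.6 µM per compound · Detection – Fluo-8 fluorescence · Read-out basis – percent inhibition of calcium signal · Controls – ATP-challenged DMSO wells low, unchallenged DMSO wells high · Repeats – no replicates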
CHRM1 agonist: human M1 muscarinic receptor agonism; activation, % at 3 µM; 360,000 compounds, 0.33% hits; AID 588814; CHO-K1 hM1, Fluo-8 calcium fluorescence, agonist mode; 0% DMSO, 100% acetylcholine EC100;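 active = activation above the run's mean compound activation plus 3 SD, cut at about 16% in these data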;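 also: peak over basal fluorescence ratio within a 140 s kinetic read after compound addition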
CHO-K1 Ca antag: nonselective inhibitor or artifact in parental CHO-K1 cells | ATP-induced calcium, Fluo-8 fluorescence | inhibition, % at 3 µM | 360,000 compounds, 0.6% hits;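 active = inhibition above a per-plate cutoff, the plate's mean sample inhibition plus 3 SD, cut at about 24% in these data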;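 also: 0% = DMSO plus EC80 ATP and 100% = DMSO alone without ATP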
TAAR1 agonist: agonists of human TAAR1. Q96RJ0. CHO RD-HGA16 TAAR1, Fluo-8 calcium fluorescence; vehicle wells 0%, saturating PEA agonist 100%. activation, % at 3 µM. 360,000 compounds, 0.99% hits;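 active = activation above the mean activation of all test compounds in the run plus 3 SD, cut at about 38% in these data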
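System: CHO RD-HGA16 cells carrying human TAAR1 plus Gα16; Incubation: 17-24 h seeding, 75 min 37 °C dye, 30 min RT; Measured by: Fluo-8 fluorescence, 5 s baseline then 140 s kinetic read; Control set: DMSO and PEA EC100; Replication: single well for each compound.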
Active calls of the source: *; nt = no result given. Hits appear at their usual frequency, and some 4.2% of all compounds hit somewhere here.

[1] COC(=O)COc1ccc(C2NC(=O)NC(c3ccccc3)=C2C(C)=O)cc1OC (stereo not drawn)
[2] Cc1cccc(-n2ncc3c(N4CCOCC4)ncnc32)c1
[3] CCCCCOc1ccc(NC2=CC(=O)CCC2)cc1
[4] COc1ccc(S(=O)(=O)N(C)C[C@H]2Oc3ccc(NC(=O)Nc4ccc(C(F)(F)F)cc4)cc3C(=O)N([C@H](C)CO)C[C@@H]2C)cc1
[5] COc1ccc(CCN2CNc3c(c(=O)n(C)c(=O)n3C)C2)cc1OC
[6] CCc1nn(CC(=O)N(C)C2CCCCC2)c(=O)c2cc3cc(C)ccc3n12
[7] CC(C)OCCCNC(=O)c1cc(S(=O)(=O)N2CCCCC2)c[nH]1
[8] N#C/C(=C\Nc1ccc2c(c1)OCCO2)c1nc2ccccc2[nH]1

Assay by compound,1,2,3,4,5,6,7,8
CHO-K1 Ca ag,0.1,3.1,-0.4,0.6,0.2,-0.3,0.7,0.8
CHO-K1 Ca PAM,16,13,-10,25,11,-12,21,22
M1 antag,-12,-14,-3,-17,-25,5,-11,-29
TAAR1 antagonist,-8,-6,-5,9,-6,-12,-15,12
OXTR potentiate,-12,-7,-7,-1,2,-4,-6,-10
CHO parental Ca,-5,-2,0,3,-1,-18,-3,-10
CHRM1 agonist,-2,2,-1,-2,-1,-2,-2,1
CHO-K1 Ca antag,-12,-11,-16,-12,-5,-4,-4,-13
TAAR1 agonist,9,3,4,12,5,1,5,7

[9] O=C(COC(=O)C1CCC1)Nc1ccc(Cl)cn1
[10] COc1ccc(OC)c(-c2nnc(SCC(=O)N3CCCc4ccccc43)o2)c1
[11] NC(=O)CC(NC(=O)c1ccccc1)c1ccc(NCCc2cccc(F)c2)c([N+](=O)[O-])c1 (stereo not drawn)
[12] CC(=O)NC12CC3CC(C1)CC(C(=O)OCC(=O)NC(=O)c1cccn1C)(C3)C2
[13] CCCCCc1c(-c2ccc(Br)cc2)ncn1CCc1ccccc1OC
[14] COc1ccc(CN2CCCCC2C(=O)Nc2ccc(OC)c(OCC(C)C)c2)cc1OC (stereo not drawn)
[15] CCCCNC(=O)C(NC(=O)c1cccc2ccccc12)C(=O)c1ccccc1 (stereo not drawn)
[16] COc1cc(NC(=O)C2CCCCN2)ccc1OCC(C)C (stereo not drawn)

Assay by compound,9,10,11,12,13,14,15,16
CHO-K1 Ca ag,0.9,2.7,-0.1,0.9,1.7,-0.1,0.5,0.1
CHO-K1 Ca PAM,-12,15,7,6,10,0,9,6
M1 antag,-11,-16,-9,-2,nt,-9,-27,0
TAAR1 antagonist,-15,-1,10,4,27,-10,6,-5
OXTR potentiate,-4,1,-6,-15,nt,6,nt,-21
CHO parental Ca,-8,-33,-5,4,nt,-22,nt,-22
CHRM1 agonist,1,-4,-3,-2,nt,-7,-2,-5
CHO-K1 Ca antag,-3,-3,-10,-13,-12,-13,-6,-6
TAAR1 agonist,1,10,13,3,71*,12,0,2

[17] CCc1ccc(-c2cc3c(=O)n(CC(=O)NCCCN4CCN(C)CC4)ncn3n2)cc1
[18] CN(C)S(=O)(=O)c1cc(S(=O)(=O)N(C)C)c(Cl)cc1N
[19] CC(C)(C)c1ccccc1NC(=O)CN1C(=O)NC2(CCCCCC2)C1=O
[20] CCCCN(C=O)c1c(CC)nc2ccc(C(=O)NCCOc3ccc(OC)cc3)cn12
[21] CNc1nc(NCc2ccccc2)nc(N)c1[N+](=O)[O-]
[22] CCOC(=O)CC1(NC(=O)C2CCC(=O)N(Cc3ccccc3F)C2)CCCCC1 (stereo not drawn)
[23] COc1cccc(NC(=S)N2CCn3c(nc4ccccc43)C2)c1
[24] O=C(NC1CCCN(Cc2ccc(Cl)cc2)C1)c1ccoc1 (stereo not drawn)

Assay by compound,17,18,19,20,21,22,23,24
CHO-K1 Ca ag,0.7,0.8,0.1,2.2,1.6,0.0,1.0,0.6
CHO-K1 Ca PAM,4,10,-4,1,14,16,7,-24
M1 antag,-3,-31,9,-12,-6,-9,1,-8
TAAR1 antagonist,-18,-16,-3,15,-16,-12,-3,-3
OXTR potentiate,-1,-10,-7,nt,-1,-2,-6,-10
CHO parental Ca,-4,1,-16,nt,0,0,0,-6
CHRM1 agonist,-5,2,-1,-6,4,3,-4,-5
CHO-K1 Ca antag,0,-7,10,-15,-23,-9,-2,9
TAAR1 agonist,5,3,7,1,16,1,5,-1

[25] COCCCN1CN(S(=O)(=O)c2ccc(C)cc2C)c2nc3ccccc3nc21
[26] N#Cc1ccc(OCc2nnc(SCC(=O)N3CCCc4ccccc43)n2-c2ccccc2)cc1
[27] Cc1nc(N)sc1Cc1ccc2c(c1)OCO2
[28] Cc1cc(=O)c(C(=O)c2ccccc2)c(C)o1
[29] CCN1C[C@@H]2[C@@H]3C(=O)N(C)C(=O)[C@@H]3[C@](CC)(C1=O)N2C(=O)c1ccc(F)cc1
[30] COc1ccc(N2CCN(CCCNS(=O)(=O)c3ccc4c(c3)oc(=O)n4C)CC2)cc1
[31] O=C(Nc1ccc(N2CCN(C(=O)c3cccs3)CC2)cc1)c1ccccc1F
[32] Cc1ccc(NC(=O)CN(C)C(=O)CSc2nc3ccccc3o2)cc1

Assay by compound,25,26,27,28,29,30,31,32
CHO-K1 Ca ag,0.2,1.9,1.6,1.7,1.0,1.0,1.4,1.8
CHO-K1 Ca PAM,-2,12,7,-7,-2,12,-4,10
M1 antag,-12,-7,-29,-4,-8,-6,-1,-2
TAAR1 antagonist,-7,10,-1,6,5,-13,9,-22
OXTR potentiate,-3,-17,-14,-2,nt,-4,-10,-10
CHO parental Ca,-23,-17,-14,7,nt,-13,-10,-19
CHRM1 agonist,0,0,-1,-4,3,-10,-1,-6
CHO-K1 Ca antag,4,-4,-2,-8,0,-1,-5,-1
TAAR1 agonist,1,10,13,5,0,2,7,8

[33] CC[C@@H]1C=C(C(=O)O)[C@H](c2ccc(C)cc2)N1S(=O)(=O)c1ccc(C)cc1
[34] COC(=O)c1ccc(CSC2=NCCS2)cc1
[35] CCOC(=O)c1c(C)nc2c(C)cccn12
[36] CC(=O)Oc1c(C)c(=O)n(C)c2ccccc12
[37] CCOc1ccc(NC(=O)CCCn2nc(C)c3c(C)n(-c4ccccc4)nc3c2=O)cc1
[38] CC(C)C(=O)N1CCCC1(C)C(=O)Nc1ccc(F)cc1 (stereo not drawn)
[39] COCCn1cc(C(=S)N2CCCCC2)c2ccccc21
[40] COc1ccccc1NC(=S)NNC(=O)c1nn(C)c(C)c1Cl

Assay by compound,33,34,35,36,37,38,39,40
CHO-K1 Ca ag,0.1,0.5,0.5,1.0,5.5,-0.2,-0.1,0.4
CHO-K1 Ca PAM,1,18,14,19,6,9,20,18
M1 antag,-15,-5,-6,-4,-21,-17,-7,13
TAAR1 antagonist,-5,-27,1,14,-18,-7,-33,9
OXTR potentiate,1,-4,-1,-3,4,nt,1,-3
CHO parental Ca,-8,-18,-3,-11,-33,nt,-22,-12
CHRM1 agonist,-3,-8,-3,0,-6,-1,-5,-4
CHO-K1 Ca antag,-3,-5,-4,-11,-6,-5,-19,-2
TAAR1 agonist,1,0,7,0,3,0,0,4

One compound at a time, as listed above. Values in the order: CHO-K1 Ca ag	CHO-K1 Ca PAM	M1 antag	TAAR1 antagonist	OXTR potentiate	CHO parental Ca	CHRM1 agonist	CHO-K1 Ca antag	TAAR1 agonist
COc1ccccc1NC(=S)NNC(=O)c1nn(C)c(C)c1Cl in the list: 0.4	18	13	9	-3	-12	-4	-2	4
COCCn1cc(C(=S)N2CCCCC2)c2ccccc21 in the list: -0.1	20	-7	-33	1	-22	-5	-19	0

Going on with the list:
[41] CN(C)c1ccc(-c2ccnc3c2CC(C)(C(=O)Nc2ccc(Cl)cc2)O3)cc1 (stereo not drawn)
[42] COC(=O)CN(c1ccccc1OC)S(=O)(=O)c1ccccc1
[43] N#Cc1c(-c2ccco2)cc(-c2ccc(F)cc2)nc1N
[44] COCCN(C(=O)CSc1nnc(-c2ccc(F)cc2)n1N)c1c(N)n(CC(C)C)c(=O)[nH]c1=O
[45] Cc1ccccc1-n1nnnc1SC(C)C(=O)NC1CCCc2ccccc21 (stereo not drawn)
[46] CC(C)c1ccc(C=NNc2ccc([N+](=O)[O-])cn2)cc1
[47] O=C(c1ccccc1)N1CCN(CC2CC=CCC2)CC1 (stereo not drawn)
[48] O=C1CCC(C(=O)N2CCc3c(Cl)cccc3C2)CN1CCCN1CCOCC1 (stereo not drawn)

Assay by compound,41,42,43,44,45,46,47,48
CHO-K1 Ca ag,-0.1,0.1,0.5,0.4,1.4,0.3,0.0,0.6
CHO-K1 Ca PAM,22,10,12,13,-3,-15,9,18
M1 antag,-14,-6,-29,-22,1,11,-2,-13
TAAR1 antagonist,-21,-11,2,-6,6,17,2,-22
OXTR potentiate,nt,-2,-4,nt,-6,nt,1,nt
CHO parental Ca,nt,0,-5,nt,-14,nt,1,nt
CHRM1 agonist,-1,-6,9,-3,0,-2,-6,-4
CHO-K1 Ca antag,-20,-7,-4,0,-3,-4,3,-4
TAAR1 agonist,1,-1,0,0,6,-2,11,4

[49] CC(C)Oc1ccc2ccccc2c1C=O
[50] CCN(C(=O)COC(=O)c1cc(S(=O)(=O)N(C)C)ccc1Cl)C1CCS(=O)(=O)C1 (stereo not drawn)
[51] Cc1ccc(C(=O)N2N=C(c3ccc(NS(C)(=O)=O)cc3)CC2c2cccs2)cc1 (stereo not drawn)
[52] Cc1cccnc1NC(=O)CNC(=O)c1cccs1
[53] CC(C)(CN1CCN(C(c2ccccc2)c2ccccc2)CC1)NS(=O)(=O)c1ccccc1
[54] O=C(NC12CC3CC(CC(C3)C1)C2)N1CCN(c2nc(-c3ccccc3)cs2)CC1

Assay by compound,49,50,51,52,53,54
CHO-K1 Ca ag,-0.5,2.0,0.8,1.4,0.6,0.1
CHO-K1 Ca PAM,6,-2,10,8,3,-5
M1 antag,7,0,-10,-1,-8,0
TAAR1 antagonist,15,-22,-7,-14,0,16
OXTR potentiate,-9,0,-5,-5,-3,-16
CHO parental Ca,4,-12,-5,2,-24,-7
CHRM1 agonist,-5,-5,-4,-2,-7,-1
CHO-K1 Ca antag,1,-1,-14,-6,-35,7
TAAR1 agonist,0,1,6,-1,-1,2
